Source: PubChem BioAssay (National Center for Advancing Translational Sciences (NCATS))
Giardia killer: Small Molecules that selectively kill Giardia lamblia: qHTS; Giardia lamblia trophozoite viability; hit rate 0.15% among 340,000; activity change, % at 7.66 µM, hits read low; in the data active means activity change below about -80%; inconclusive means between about -30% and that limit;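 further: parasites exposed to compound for two days anaerobically before the ATP read; on the % scale 0 is the no-effect control and ±100 the full control effect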
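Giardia lamblia trophozoites (100 cells/well) were incubated with compounds for 48 h at 37 deg C under anaerobic conditions. Viability was read as ATP content by one-step luminescence after 15-30 min at room temperature.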
p53 reactivation: qHTS assay for re-activators of p53 using a Luc reporter | H1299 p53-A138V BP100-luciferase reporter, luminescence, 24 h | Potency, µM (series often up to 92.2 µM), without a hit: at the highest dose activity change, positive = activation, most hits filed as activators | hit rate 0.063% among 320,000 | AID 504706, 2011; further: potency means the concentration at half of the fitted maximal effect; % of control where 0% means no effect; nearly all actives have a fitted effect of over 45% in size
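H1299 (p53-null), stable ts p53-A138V + BP100-Luc; 1000 cells/well, Opti-MEM/10% FBS; cpd 4 pt, 1:5; 24 h, 37 deg C, 5% CO2; detection reagent 10 min RT; luminescence.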
Menin MLL FP TR: qHTS Assay for Inhibitors Targeting the Menin-MLL Interaction in MLL Related Leukemias: Competition With Texas Red Labeled MLL-derived Mutant Peptide | hit rate 0.23% among 270,000 | AID 1768, 2009 | Menin + Texas Red MLL mutant peptide, fluorescence polarization | O00255 | Potency, µM (series often up to 61.6 µM), for inactives: at the top dose FP activity change, negative = inhibition, actives largely listed as inhibitors; active means well fitted inhibition curve with a large enough effect in the polarisation, with a control signal flat, not every such curve was filed as active; inconclusive means small, poorly fitted or top-dose-only effect, or effect the other way, or a change in a side signal; inactive means no such curve, though single readings can be large or run the other way; the % refers to the polarisation; further: potency means the concentration at half of the fitted maximal effect; % of control where 0% means no effect; many of its hits are not listed in these tables
Target sequence (O00255 whole entry, looked up): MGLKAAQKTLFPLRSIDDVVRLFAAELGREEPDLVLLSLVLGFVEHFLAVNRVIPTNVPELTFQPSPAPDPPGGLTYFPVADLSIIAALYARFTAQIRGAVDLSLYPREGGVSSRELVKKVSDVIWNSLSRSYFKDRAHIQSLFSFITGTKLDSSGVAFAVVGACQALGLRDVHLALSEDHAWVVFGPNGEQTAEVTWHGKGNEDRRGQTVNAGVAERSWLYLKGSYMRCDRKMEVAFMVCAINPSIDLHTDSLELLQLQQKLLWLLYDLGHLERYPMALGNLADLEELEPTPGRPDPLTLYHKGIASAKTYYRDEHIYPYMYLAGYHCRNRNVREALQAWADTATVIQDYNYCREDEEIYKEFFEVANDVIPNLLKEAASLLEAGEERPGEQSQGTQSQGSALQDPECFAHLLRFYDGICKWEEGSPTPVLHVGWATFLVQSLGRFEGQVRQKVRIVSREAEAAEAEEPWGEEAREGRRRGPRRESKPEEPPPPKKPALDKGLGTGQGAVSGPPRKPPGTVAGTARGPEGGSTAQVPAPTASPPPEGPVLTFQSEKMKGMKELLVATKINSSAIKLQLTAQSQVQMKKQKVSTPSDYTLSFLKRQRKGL
BRCA1 expr act: qHTS Assay to Identify Small Molecule Activators of BRCA1 Expression; MCF7-BRCA1-FFLuc reporter, luminescence, 48 h; response scale: scaled: vehicle 0%, 10 µM genistein 100%; Potency, µM (highest dose often 46.1 µM), for inactives: at the top dose activation, actives largely listed as activators; hit rate 1.1% among 380,000; further: potency means the concentration at half of the fitted maximal effect; nearly all actives have a fitted effect of over 80% in size; some results filed as inactive show a strong effect at the top dose
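Luminescence from a BRCA1-driven firefly luciferase in MCF7 cells was read after 48 h compound exposure at 37 C. Data normalized against DMSO and a 10microM genistein activation control, then curve-fitted across the titration.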
FLuc modulator: qHTS profiling assay for firefly luciferase inhibitor/activator using purifed enzyme and Km concentrations of substrates (counterscreen for miR-21 project) | Luciferin 4-monooxygenase (Photinus pyralis), P08659 | hit rate 6.9% among 360,000 | purified FLuc, Km substrates, luminescence inhibition | Potency, µM (doses to about 57.5 µM), without a hit: top-dose activity change, negative = inhibition, hits mostly inhibitors;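 further: potency means the concentration at half of the fitted maximal effect; plate controls were vehicle for no effect and reference inhibitor for full effect; nearly all actives have a fitted effect of over 55% in size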
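Purified P. pyralis luciferase, 10 nM final, with Km-level 10 uM D-luciferin and 10 uM ATP in 50 mM Tris acetate pH 7.5, 10 mM Mg acetate, 0.01% Tween-20, 0.05% BSA; 6-point qHTS titration about 60 µM downward; luminescence read.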
PKM2 act: qHTS Assay for Activators of Human Muscle isoform 2 Pyruvate Kinase; Pyruvate kinase PKM (Homo sapiens), P14618; purified PKM2, Kinase-Glo ATP luminescence, activation; response scale: 0% is enzyme alone, no compound; Potency, µM (titrated, usually from 57.5 µM), inactives show at the top dose activation, actives largely listed as activators; AID 1631, 2009; hit rate 0.34% among 260,000; further: potency means the concentration at half of the fitted maximal effect; on the % scale 0 is the no-effect control and ±100 the full control effect; nearly all actives have a fitted effect of over 55% in size
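Purified hPK-M2 (>95% pure) converted ADP (0.1 mM final) to ATP with 0.5 mM PEP in 50 mM imidazole pH7.2, KCl, MgCl2, Tween 20, BSA; 1 h at room temperature. ATP detected by Kinase-Glo luminescence.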
Gal4-VP16 FLuc: VP16 counterscreen qHTS for inhibitors of ROR gamma transcriptional activity; Drosophila S2 Gal4-VP16 UAS-luciferase, luminescence, 20 h; Potency, µM (series often up to 53.6 µM), for the others: at the top dose activity, negative = inhibition, usual class: inhibitors; hit rate 3.5% among 310,000; AID 2546, 2010;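 further: Gal4-VP16 expression switched on by copper sulfate through the metallothionein promoter; potency means the concentration at half of the fitted maximal effect; on the % scale 0 is the no-effect control and ±100 the full control effect; nearly all actives have a fitted effect of over 50% in size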
RORg inh: qHTS for inhibitors of ROR gamma transcriptional activity; Drosophila S2 Gal4-RORgamma UAS-luciferase reporter, 20 h; Potency, µM (doses to about 53.6 µM), inactives show at the top dose activity change, negative = inhibition, usual class: inhibitors; hit rate 5.4% among 310,000; AID 2551, 2010; further: potency means the concentration at half of the fitted maximal effect; on the % scale 0 is the no-effect control and ±100 the full control effect; nearly all actives have a fitted effect of over 60% in size
Target sequence (P51450 whole entry, looked up, the tested form may be a part): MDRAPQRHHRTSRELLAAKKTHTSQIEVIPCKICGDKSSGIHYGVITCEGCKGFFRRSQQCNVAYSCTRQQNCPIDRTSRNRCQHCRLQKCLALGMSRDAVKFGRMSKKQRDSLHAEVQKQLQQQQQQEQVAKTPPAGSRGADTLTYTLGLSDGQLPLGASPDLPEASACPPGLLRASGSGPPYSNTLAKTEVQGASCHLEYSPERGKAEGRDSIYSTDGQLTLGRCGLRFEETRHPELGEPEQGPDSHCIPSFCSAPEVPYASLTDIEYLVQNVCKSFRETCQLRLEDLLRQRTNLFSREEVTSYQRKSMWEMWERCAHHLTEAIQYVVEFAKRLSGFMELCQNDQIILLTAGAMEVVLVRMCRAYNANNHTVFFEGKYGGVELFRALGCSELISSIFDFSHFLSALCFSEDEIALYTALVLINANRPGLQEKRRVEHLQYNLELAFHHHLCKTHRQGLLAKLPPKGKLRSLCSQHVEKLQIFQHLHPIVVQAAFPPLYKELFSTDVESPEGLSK
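Drosophila Schneider cells stably carrying a metallothionein-driven Gal4 DBD–ROR gamma fusion and a UAS-Photinus luciferase reporter were exposed to compound for 1 hr, then induced with copper sulfate (700 uM final) for 20 hr at ambient temperature before luminescence reading.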
NPC1 prom act: qHTS Assay for NPC1 Promoter Activators. Potency, µM (series often up to 9.22 µM), without a hit: top-dose activation, hits mostly activators. Huh7 NPC1 promoter luciferase reporter, 24 h. hit rate 2.4% among 320,000;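 further: potency means the concentration at half of the fitted maximal effect; % of control where 0% means no effect; nearly all actives have a fitted effect of over 60% in size; reporter is driven by a mutant NPC1 promoter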
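Cells: Huh7 expressing luciferase under the NPC1 promoter, 1500/well. Seeded 2 h, compound added, incubated 24 h at 37 °C. Luciferase reagent, 10 min ambient, then luminescence.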
ELG1 genotox: qHTS screen for small molecules that induce genotoxicity in human embryonic kidney (HEK293T) cells expressing luciferase-tagged ELG1; HEK293T ELG1-luciferase reporter, luminescence, 16 h; Potency, µM (series often up to 46 µM), for inactives: at the highest dose activity change, positive = activation, hits mostly activators; hit rate 1.3% among 330,000; further: potency means the concentration at half of the fitted maximal effect; % of control where 0% means no effect; nearly all actives have a fitted effect of over 60% in size
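DMSO vehicle served as control against compound-treated ELG1-luciferase HEK293T cells; exposure lasted 16 hr at 37 °C and 5% CO2, followed by ONE-Glo luminescence detection after 30 min.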
Rab9 promoter act: qHTS Assay for Rab9 Promoter Activators. Huh7 Rab9 promoter-luciferase reporter, luminescence, 24 h. Potency, µM (top dose mostly 9.22 µM), for inactives: at the top dose activation, negative = inhibition, hits mostly activators. AID 485297, 2010. hit rate 2.8% among 320,000; further: potency means the concentration at half of the fitted maximal effect; % of control where 0% means no effect; nearly all actives have a fitted effect of over 60% in size
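Cells were plated at 1500 per well in reduced-serum medium with 10% FBS and left 2 h. Compound in DMSO was then added for 24 h at 37 °C. Reporter signal was read by luminescence after 10 min with luciferase detection reagent.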
Numbers without * were called inactive; ? = inconclusive; . = no result given; [ ] = another dose, or the depositor's remark. Unless noted, the call rests on the fitted dose curve; in most records, active means well fitted curve in the direction sought with a large enough effect; inconclusive means small, poorly fitted or top-dose-only effect, or another doubt; inactive means no such curve, though single readings can be large; an effect the other way counts as inactive or inconclusive. This is a subset (hit frequency here may not be typical).

SMILES	Giardia killer	p53 reactivation	Menin MLL FP TR	BRCA1 expr act	FLuc modulator	PKM2 act	Gal4-VP16 FLuc	RORg inh	NPC1 prom act	ELG1 genotox	Rab9 promoter act
O=C(c1ccccc1)c1c[nH]c2cc3c(cc2c1=O)OCCO3	17	?	-1%	73%	?	-3%	23%	?	22%	16%	?
COC(=O)c1ccc(COc2ccccc2/C=N/NS(=O)(=O)c2ccccc2)cc1	-2	?	?	-42%	0%	7%	1%	28%	-1%	0%	1%
Cc1onc(-c2c(Cl)cccc2Cl)c1C(=O)N1CCc2ccccc2C1	3	-4%	-17%	-12%	1%	-8%	-11%	3%	-1%	-5%	0%
CC(C)Cc1nc(N2CCN(C(=O)c3ccco3)CC2)c(C#N)c2c1CCCC2	4	8%	?	-37%	-1%	-6%[0.46 µM]	-21%	-4%	-3%	-1%	4%
Cc1csc(CN(C)C(=O)c2cn(Cc3cccc4ccccc34)nn2)n1	-22	-9%	.	0%	?	1%	10%	36%	2%	0%	23%
O=C(N/N=C/c1cc(Br)c(Br)o1)c1cc2ccccc2o1	15	-20%	-16%	52%	1%	0%[0.46 µM]	6.3µM*	5µM*	0%	-1%	-4%
Cc1cc(C)n(CC(=O)NCc2cc(-c3nn(C)c(=O)c4ccccc34)ccc2C)n1	10	-2%	-8%	-20%	2%	-8%	6%	-4%	-3%	-3%	3%
OCCN(Cc1ccccc1)C(=S)NC1CCCCC1	2	-2%	-13%	-12%	0%	0%	-2%	?	-12%	-4%	-5%
CN1C(=O)CSc2ccc(NC(=O)NCc3ccco3)cc21	1	-2%	-10%	-2%	-16%	-4%	-6%	-9%	7%	25%	6%[1.84 µM]
Cc1c(-n2cc(C(=O)c3ccccc3O)cc(C#N)c2=O)c(=O)n(-c2ccccc2)n1C	-8	-9%	-23%	-30%	3%	-2%	-7%	28%	2%	-1%	2%
O=C(O)CN1C(=O)NC2(CCCc3ccccc32)C1=O (centres undefined)	23	11%	-12%	5%	-1%	-2%	-14%	-1%	-3%	1%	8%
CC(C)Cn1c(N)c(C(=O)COC(=O)c2ccncc2)c(=O)n(C)c1=O	-6	6%	-22%	-2%	1%	0%	-1%	22%	0%	-9%	1%
COc1ccc(S(=O)(=O)N2CCCCCC2)cc1C(=O)N(C)CC(=O)Nc1c(Cl)cccc1Cl	5	-9%	.	-10%	-2%	.	.	.	-3%	-4%	-3%
Cc1cccc(C)c1NC1=NC(C)(C)N=C(N)N1	?	-1%	12%	0%	-1%	-4%	-2%	-14%	3%	0%	1%
Nc1ccc(C(=O)N/N=C\C=C\c2ccc([N+](=O)[O-])cc2)cc1	-7	1%	26%	-4%	5%	-6%	-6%	-38%	-1%	5%	3%

The closing two entries of the part above open the next one:
SMILES	Giardia killer	p53 reactivation	Menin MLL FP TR	BRCA1 expr act	FLuc modulator	PKM2 act	Gal4-VP16 FLuc	RORg inh	NPC1 prom act	ELG1 genotox	Rab9 promoter act
Cc1cccc(C)c1NC1=NC(C)(C)N=C(N)N1	?	-1%	12%	0%	-1%	-4%	-2%	-14%	3%	0%	1%
Nc1ccc(C(=O)N/N=C\C=C\c2ccc([N+](=O)[O-])cc2)cc1	-7	1%	26%	-4%	5%	-6%	-6%	-38%	-1%	5%	3%
COc1ccc([N+](=O)[O-])cc1NC(=O)CSc1nncn1-c1ccccc1	-13	-3%	5%	-4%	-2%	1%	9%	?	-1%	-1%	1%
CC(=O)c1ccc(NC(=O)C2CCCN(S(=O)(=O)c3cccc4nonc34)C2)cc1 (centres undefined)	-22	10%	11%	3%	-7%	6%	-18%	23%	-2%	2%	1%
CCn1c(SCc2ccccc2)nc2c1c(=O)[nH]c(=O)n2C	-3	2%	-26%	-29%	3%	0%	-2%	?	0%	12%	0%
C/C(=N\Nc1nncc2ccccc12)c1ccc(OCC(=O)N(C)C)cc1	0	18%	-16%	?	12µM*	-2%	-14%	25%	27%	15%	?
O=C(Nc1cccn2ncnc12)C(F)(F)F	0	-3%	4%	0%	-3%	0%	-1%	1%	2%	-1%	2%
O=C(N1CCOCC1)N1CCN(S(=O)(=O)c2ccc(F)cc2)CC1	-4	4%	-14%	-19%	-3%	?	7%	24%[1.91 µM]	0%	-2%	3%
Cc1nccn1CCN(C)Cc1cn(Cc2ccccc2)nc1-c1ccc2c(c1)OCO2	5	-3%	?	0%	-6%	-7%	2%	-26%	-1%	-4%	-4%
OC1CCN(C(=S)NCCc2ccccc2)CC1	-11	-1%	9%	24%	-1%	-1%	6%	8%	6%	6%	0%
CCc1cc(=O)[nH]c(SCC(=O)NCC2CCCO2)n1 (centres undefined)	-20	1%	.	1%	0%	.	.	.	-10%	3%	2%
COc1cccc(Nc2nnc(SCC(=O)N3CC(C)OC(C)C3)s2)c1 (centres undefined)	18	-3%	-2%	15%	21µM*	-2%	-12%	39%	1%	-4%	7%
COc1ccc(N2C(=O)/C(=C\c3ccco3)N=C2SCC(=O)N(C(C)C)C(C)C)cc1Cl	10	1%	?	-26%	3%	?	10µM*	?	0%	-9%	-9%
COc1ccc(OCc2nnc(SCC(=O)NC3CC3)n2C)cc1	11	11%	5%	-23%	-3%	-3%	-2%	-32%	1%	3%	-3%
COc1cc2cnc(Cl)nc2cc1OC	-3	11%	-4%	-17%	-8%	8%	-10%	-3%	-4%	4%	-3%
Cc1ccc(C(=O)NC2CCCC(C)C2C)cc1S(=O)(=O)N1CCCCC1 (centres undefined)	-16	6%	.	1%	-15%	.	.	.	9%	18µM*	-1%
CC(=O)c1ccc(NC(=O)CN2C(=O)COc3ccc(S(=O)(=O)N4CCCC4)cc32)cc1	14	2%	1%	0%	-4%	.	1%	4%	-3%	1%[9.26 µM]	0%

Filtered by structure: those above containing fluorine.
SMILES	Giardia killer	p53 reactivation	Menin MLL FP TR	BRCA1 expr act	FLuc modulator	PKM2 act	Gal4-VP16 FLuc	RORg inh	NPC1 prom act	ELG1 genotox	Rab9 promoter act
O=C(Nc1cccn2ncnc12)C(F)(F)F	0	-3%	4%	0%	-3%	0%	-1%	1%	2%	-1%	2%
O=C(N1CCOCC1)N1CCN(S(=O)(=O)c2ccc(F)cc2)CC1	-4	4%	-14%	-19%	-3%	?	7%	24%[1.91 µM]	0%	-2%	3%

Three compounds from above, arranged by their value in Menin MLL FP TR, highest first:
molecule,Menin MLL FP TR
CC(=O)c1ccc(NC(=O)C2CCCN(S(=O)(=O)c3cccc4nonc34)C2)cc1 (centres undefined),11%
COc1ccc(OCc2nnc(SCC(=O)NC3CC3)n2C)cc1,5%
CCn1c(SCc2ccccc2)nc2c1c(=O)[nH]c(=O)n2C,-26%

Further results follow:
SMILES	Giardia killer	p53 reactivation	Menin MLL FP TR	BRCA1 expr act	FLuc modulator	PKM2 act	Gal4-VP16 FLuc	RORg inh	NPC1 prom act	ELG1 genotox	Rab9 promoter act
c1ccc2nc(N3CCOCC3)c(N3CCOCC3)nc2c1	18	-3%	15%	-2%	5%	2%	-4%	-4%	2%	0%	1%
Nc1nnc(CSCc2ccc(Cl)cc2)s1	-5	7%	6%	20%	?	15%	-10%	-13%	0%	3%	2%
O=C(NC(=S)Nc1ccc2c(c1)OCCO2)c1ccco1	?	?	.	?	1.7µM*	0%	?	?	?	?	1µM*
Fc1ccc(CN2CCCCCC2)c(F)c1	9	-5%	0%	-1%	1%	0%	-6%	-4%	-2%	3%	-2%
Brc1ccccc1-n1nnc(-c2nccs2)n1	-10	9%	-2%	4.5µM*	7.6µM*	-2%	-2%	-11%	2.5µM*	8.2µM*	1.4µM*
O=C(COc1ccc(Cl)cc1Cl)Nc1ccc(S(=O)(=O)NC2=NCCCCC2)cc1	?	-13%	0%	-2%	-15%	5%	-22%	?	-2%	2%	-1%
COc1cc(S(=O)(=O)N2CCCCC2)c(OC)cc1Br	1	-2%	-3%	-14%	1%	16%	10%	11%	-4%	0%	-1%
